High-throughput results as filed in PubChem BioAssay.
M1 PAM: human CHRM1 positive allosteric modulation; AID 588819; activation, % at 3 µM; P11229; CHO-K1 hM1, Fluo-8 calcium fluorescence, ACh EC20; 0% = ACh EC20, 100% = maximal ACh; hit rate 0.088% among 360,000; in the data active = activation above about 19%, passing the limit was not always enough
Target sequence (P11229 whole entry, looked up): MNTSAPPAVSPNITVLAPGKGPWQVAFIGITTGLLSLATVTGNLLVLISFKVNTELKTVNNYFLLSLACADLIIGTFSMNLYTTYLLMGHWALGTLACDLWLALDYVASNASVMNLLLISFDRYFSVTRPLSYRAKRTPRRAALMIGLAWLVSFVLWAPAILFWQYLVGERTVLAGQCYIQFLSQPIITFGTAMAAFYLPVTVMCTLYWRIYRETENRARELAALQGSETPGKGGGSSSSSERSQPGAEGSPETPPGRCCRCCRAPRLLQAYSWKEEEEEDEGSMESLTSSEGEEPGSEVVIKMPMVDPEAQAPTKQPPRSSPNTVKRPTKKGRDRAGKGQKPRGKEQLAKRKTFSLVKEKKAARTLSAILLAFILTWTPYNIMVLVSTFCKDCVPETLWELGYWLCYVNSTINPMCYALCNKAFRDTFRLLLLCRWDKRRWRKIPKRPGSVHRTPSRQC
M1 ag: activates human CHRM1 receptor | P11229 | hit rate 0.33% among 360,000 | CHO-K1 hM1, Fluo-8 calcium fluorescence, agonist mode; 0% DMSO, 100% acetylcholine EC100 | AID 588814 | activation, % at 3 µM;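 active = activation above the run's mean compound activation plus 3 SD, cut at about 16% in these data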;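 note: peak over basal fluorescence ratio within a 140 s kinetic read after compound addition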
V1aR counter: activates human V1a receptor in oxytocin agonist counter-screen; P37288; CHO-V1R cells, Fluo-8 calcium fluorescence, agonist mode; 0% DMSO, 100% 3 nM vasopressin; activation, % at 3 µM; hit rate 0.25% among 320,000; AID 2797;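 active = activation above the mean activation of all tested compounds plus 3 SD, per screening run, cut at about 20% in these data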;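 note: signal is peak over basal fluorescence ratio across a 100 second FLIPR read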
Target sequence (P37288 whole entry, looked up): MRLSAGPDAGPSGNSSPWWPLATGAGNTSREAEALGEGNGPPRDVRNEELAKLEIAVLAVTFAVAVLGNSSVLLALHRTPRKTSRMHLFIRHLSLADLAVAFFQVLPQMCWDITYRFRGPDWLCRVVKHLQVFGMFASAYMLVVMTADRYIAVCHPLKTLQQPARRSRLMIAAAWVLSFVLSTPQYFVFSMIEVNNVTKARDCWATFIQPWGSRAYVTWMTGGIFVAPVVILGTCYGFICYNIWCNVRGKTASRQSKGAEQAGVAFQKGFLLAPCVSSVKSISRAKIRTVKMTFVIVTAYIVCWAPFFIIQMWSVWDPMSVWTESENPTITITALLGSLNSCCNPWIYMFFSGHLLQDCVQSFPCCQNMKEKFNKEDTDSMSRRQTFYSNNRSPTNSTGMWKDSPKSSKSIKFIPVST
CHO parental Ca: counter-screen: ATP calcium response change in parental CHO cells; parental CHO-K1, ATP-induced calcium, Fluo-8 fluorescence; hit rate 0.63% among 330,000; AID 463079; inhibition, % at 5.6 µM;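 active = inhibition above that plate's mean sample inhibition plus 3 SD, cut at about 26% in these data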;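 note: 0% = ATP-challenged DMSO wells and 100% = DMSO wells without ATP; some compounds past the cut are filed as inactive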
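Measured by: calcium-sensitive Fluo-8 fluorescence / Test system: CHO parental line / Controls: ATP-challenged DMSO wells low, unchallenged DMSO wells high / Measure: % inhibition / Compound: single nominal dose of 5.6 µM per compound / Replicates: single well per compound, no replicates / Reagent: ATP as calcium-mobilizing challenge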
TAAR1 antag: human TAAR1 antagonism | CHO RD-HGA16 TAAR1, Fluo-8 calcium fluorescence, antagonist | inhibition, % at 3 µM | hit rate 1.5% among 360,000;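 active = inhibition above a per-plate cutoff, the mean inhibition of test compounds on that plate plus 3 SD, cut at about 49% in these data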;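 note: 0% = DMSO plus EC80 beta-PEA response and 100% = DMSO alone without agonist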
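Material: RD-HGA16 CHO cells with stable hTAAR1 and Gα16; Dosing: single nominal final test compound concentration of 3 µM; Schedule: seeding 17-24 h prior, 75-min 37 °C, 30-min RT dye loading; Detection: kinetic Fluo-8 calcium fluorescence measurement; Measure: % inhibition from peak post-agonist over basal fluorescence ratio; Benchmarks: vehicle and agonist controls.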
OXTR agonist: activates the human oxytocin receptor; P30559; CHO-OTR cells, Fluo-8 calcium fluorescence; normalized: DMSO 0%, oxytocin 100%; activation, % at 3 µM; hit rate 0.32% among 320,000; AID 2435;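 active = activation above the mean of all tested compounds plus 3 SD, cutoff set per screening run, cut at about 20% in these data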;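 note: peak over basal fluorescence ratio from a 100 s FLIPR kinetic read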
OXTR potentiator: potentiators of human oxytocin receptor; activation, % at 3 µM; hit rate 0.061% among 320,000; CHO-OTR cells, Fluo-8 calcium fluorescence, potentiator mode; 0% = oxytocin EC15, 100% = EC100;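 active = activation above that plate's cutoff, the mean activation of tested compounds plus 3 SD, cut at about 6.6% in these data, passing the limit was not always enough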;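 note: 100% uses oxytocin at 75 nM as the full agonist control; some results filed as inactive read as strong as hits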
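System: human OTR in CHO cells; Also added: sub-maximal oxytocin, roughly EC15; Timing: compound 6 min at room temperature before oxytocin, 100 s read; Technique: Fluo-8 intracellular calcium fluorescence, ex 470-495, em 515-575 nm; Controls: oxytocin EC15 low and EC100 high; Replication: singlicate.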
TAAR1 agonist: agonists of human TAAR1; Q96RJ0; CHO RD-HGA16 TAAR1, Fluo-8 calcium fluorescence; vehicle wells 0%, saturating PEA agonist 100%; hit rate 0.99% among 360,000; activation, % at 3 µM;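 active = activation above the mean activation of all test compounds in the run plus 3 SD, cut at about 38% in these data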
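Signal – calcium-sensitive Fluo-8 signal, excitation 470-495, emission 515-575 nm · System – RD-HGA16 (CHO) cells co-expressing Gα16 and hTAAR1 · Incubation – 17-24 h seeding, 75 min 37 °C dye, 30 min RT · Compound dosing – 3 µM single concentration · Repeats – no replicates (n 1)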
M1 antag: antagonists of human M1 muscarinic receptor. P11229. CHO-K1 hM1, Fluo-8 calcium fluorescence, ACh EC80 antagonist. inhibition, % at 3 µM. hit rate 1.3% among 360,000. AID 588852;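 active = percent inhibition above its own plate's cutoff, namely the mean of that plate's compound wells plus 3 SD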;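 note: peak over basal fluorescence ratio during 140 s after agonist addition; 0% = ACh EC80 plus DMSO and 100% = DMSO alone without agonist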
The depositor's hits bear a star; . = not tested or not shown; & = joins results of further samples.

SMILES | M1 PAM | M1 ag | V1aR counter | CHO parental Ca | TAAR1 antag | OXTR agonist | OXTR potentiator | TAAR1 agonist | M1 antag
COc1ccccc1N1CCN(/N=C\c2ccc(C)o2)CC1 | 8 | 0 | 0.4 | -10 | -12 | -0.6 | -6 | 0 | -7
CCN(CC)c1ccc(S(=O)(=O)N2CCCCC2)cc1NC(=O)CSCc1c(C)noc1C | -9 | -6 | . | . | -17 | . | . | 3 | 20
Cn1ccnc1SCCC#N | 7 | -4 | 0.3 | -8 | -4 | 0.5 | 6 | 5 | -10
Nc1c(C(=O)Nc2ccccc2)sc2nc(-c3cccnc3)ccc12 | . | . | 1.4 | -23 | -29 | 0.7 | 1 | 8 | .
COc1ccc(NC(=O)Nc2ccc(Cc3ccncc3)cc2)cc1OC | 0 | -1 | 1.9 | 5 | -4 | 1.9 | -3 | 10 | -1
CCOC(=O)c1sc(NC(=O)CSc2nc3c(c(-c4ccc(OC)cc4)c2C#N)CCCC3)c(C#N)c1C | 3 | 0 | 0.2 | -2 | -11 | 1.3 | 3 | 3 | -2
COc1ccc(OCC(=O)N/N=C2\CCCCc3ccccc32)cc1 | -2 | -4 | 0.3 | -16 | -15 | -0.1 | -8 | 0 | 7
CCc1ccc(C(C(=O)NC2CCCC2)N(CCOC)C(=O)CCC(=O)Nc2cc(C)on2)cc1 (stereo not drawn) | 15 | -4 | -0.4 | -19 | -13 | -1.2 | -8 | 0 | -3
O=S(=O)(c1ccc2nc(COc3ccccc3)[nH]c2c1)N1CCOCC1 | 0 | -5 | 0.8 | 5 | -1 | 2.3 | -2 | 6 | -3
CC(=O)N1CCOc2ccc(S(=O)(=O)NC[C@H]3O[C@@H](n4cnc5c(N)ncnc54)[C@H](O)[C@@H]3O)cc21 | 4 | -2 | . | 9 | -10 | . | . | 1 | -2
COc1ccccc1NC(=S)NNC(=O)c1nn(C)cc1Cl | 9 | -1 | -0.2 | 1 | -2 | 0.2 | -10 | 7 | -25
FC(F)(F)c1ccccc1Cc1c(-c2cccc(Cl)c2)nc2ccc(Br)cn12 | -1 | -6 | . | . | -14 | . | . | 1 | 3
CCN1CCN(c2ccc(NC(=O)c3cc4ccccc4cc3OC)cc2C)CC1 | -22 | -5 | 3.7 | -16 | -9 | 8.6 | -4 | 7 | 99*
O=C(Cn1c(NCCO)nc2ccccc21)N1CCN(Cc2ccccc2)CC1 | 13 | -3 | -0.7 | 2 | -18 | 0.7 | -5 | 3 | -18
O=C(/C=C/c1ccccc1)NCC(=O)N/N=C/c1ccco1 | 1 | -3 | 0.3 | -9 | -30 | -0.2 | 3 | 10 | 16
CC(=O)c1cc(CN2CCC(n3nccc3NC(=O)c3ccccc3)CC2)cs1 | -1 | -6 | -1.2 | -4 | -15 | 0.0 | 0 | 2 | -2
Cc1ccccc1N1C(=O)c2ccccc2C1O (stereo not drawn) | -5 | 0 | 0.7 | 5 | -20 | -0.2 | -2 | 2 | 7
CCOC(=O)Cc1nn(Cc2ccccc2)c(=O)c2ccccc12 | -4 | -11 | 0.4 | -18 | 23 | -2.4 | 8 | 6 | 7
CC(C)NC(=O)c1cccc2c(-c3ccc(F)c(F)c3)coc12 | 1 | -4 | . | . | -21 | . | . | 0 | -9
Cc1cc(F)ccc1C(O)c1ncc(-c2cccc3ccccc23)[nH]1 (stereo not drawn) | 9 | -6 | . | . | -8 | . | . | 8 | -20

Shown with tabs: entries from further up
Structure	M1 PAM	M1 ag	V1aR counter	CHO parental Ca	TAAR1 antag	OXTR agonist	OXTR potentiator	TAAR1 agonist	M1 antag
CC(=O)N1CCOc2ccc(S(=O)(=O)NC[C@H]3O[C@@H](n4cnc5c(N)ncnc54)[C@H](O)[C@@H]3O)cc21	4	-2	.	9	-10	.	.	1	-2
COc1ccccc1NC(=S)NNC(=O)c1nn(C)cc1Cl	9	-1	-0.2	1	-2	0.2	-10	7	-25
FC(F)(F)c1ccccc1Cc1c(-c2cccc(Cl)c2)nc2ccc(Br)cn12	-1	-6	.	.	-14	.	.	1	3
CCN1CCN(c2ccc(NC(=O)c3cc4ccccc4cc3OC)cc2C)CC1	-22	-5	3.7	-16	-9	8.6	-4	7	99*
O=C(Cn1c(NCCO)nc2ccccc21)N1CCN(Cc2ccccc2)CC1	13	-3	-0.7	2	-18	0.7	-5	3	-18
O=C(/C=C/c1ccccc1)NCC(=O)N/N=C/c1ccco1	1	-3	0.3	-9	-30	-0.2	3	10	16
CC(=O)c1cc(CN2CCC(n3nccc3NC(=O)c3ccccc3)CC2)cs1	-1	-6	-1.2	-4	-15	0.0	0	2	-2
Cc1ccccc1N1C(=O)c2ccccc2C1O (stereo not drawn)	-5	0	0.7	5	-20	-0.2	-2	2	7
CCOC(=O)Cc1nn(Cc2ccccc2)c(=O)c2ccccc12	-4	-11	0.4	-18	23	-2.4	8	6	7
CC(C)NC(=O)c1cccc2c(-c3ccc(F)c(F)c3)coc12	1	-4	.	.	-21	.	.	0	-9
Cc1cc(F)ccc1C(O)c1ncc(-c2cccc3ccccc23)[nH]1 (stereo not drawn)	9	-6	.	.	-8	.	.	8	-20

Next section.
SMILES | M1 PAM | M1 ag | V1aR counter | CHO parental Ca | TAAR1 antag | OXTR agonist | OXTR potentiator | TAAR1 agonist | M1 antag
Cc1c(C(=O)N(Cc2ccccc2)C2CCS(=O)(=O)C2)oc2ccccc12 (stereo not drawn) | 4 | -1 | 0.3 | -13 | -12 | -1.4 | -6 | 4 | -3
COc1ccc(C(=O)NC(=S)NNC(=O)c2ccccc2C)cc1 | -22 | 85* | 60* | 11 | 92* | 58* | -22 | 170* | 19
Cc1nc2nc(CSc3nnc(C)s3)cc(=O)n2[nH]1 | 0&9 | 0&0 | 0.1 | -5 | -20&4 | -0.9 | -16 | 1&4 | 0&-5
COc1ccc(-n2c(SCC(=O)N3CCN(c4ccccc4)CC3)nc3c(c2=O)SCC3)cc1 | 16 | -11 | -1.3 | -20 | -19 | -1.6 | -2 | -3 | -3
CC(C)Oc1ccc2c(c1)OC(c1ccccc1)(C(F)(F)F)NC2=O (stereo not drawn) | 0 | -10 | -1.0 | -21 | -16 | -2.0 | -10 | 2 | -12
O=C(COc1cccnc1[N+](=O)[O-])Nc1cc(Cl)ccc1Cl | -1 | -4 | 1.6 | -15 | -6 | 1.3 | 1 | 4 | 2
C[C@H](CO)N1C[C@H](C)[C@@H](CN(C)Cc2cccc(O)c2)OCc2cnnn2CCCC1=O | 5 | 5 | . | . | -12 | . | . | 1 | -1
O=C1C=CC(=O)N1c1ccc(Sc2ccc([N+](=O)[O-])cc2)cc1 | . | . | -2.2 | -2 | . | -1.4 | -7 | . | .
C/C(=N\NC(=O)c1nnn(-c2nonc2N)c1CN1CCOCC1)c1ccc(CC(C)C)cc1 | 4 | -3 | 1.3 | -2 | -18 | -0.1 | -2 | 3 | -8
N#CC1=C(N)C(C#N)(C#N)C(c2cccnc2)C2CCCC=C12 (stereo not drawn) | . | . | 1.5 | 17 | . | 0.2 | -8 | . | .
CCc1ccc(C(O)c2ncc(-c3ccc(C)cc3)[nH]2)cc1 (stereo not drawn) | 6 | 0 | . | . | -15 | . | . | 1 | -15
Cc1ccccc1NC(=O)NCCN1C(=O)C2C3C=CC(C3)C2C1=O (stereo not drawn) | 11 | 1 | 0.4 | 2 | 11 | 0.0 | 3 | 2 | -13
CC1CCN(c2oc(-c3ccccc3Cl)nc2C#N)CC1 | -7 | -5 | -0.8 | 16 | 7 | -2.2 | -16 | 1 | -4
CC(=O)c1c(C)nc(-c2ccc(Cl)cc2)nc1N | -2 | -5 | -1.1 | 2 | 0 | -1.1 | -12 | 3 | 1
COc1ccc(CCNC(=O)CCc2ccc(S(=O)(=O)NCC(C)C)cc2)cc1 | 0 | -4 | 2.1 | -19 | 6 | -0.9 | -7 | 2 | -2
O=C(O)CCCC(=O)Nc1ccc(Cl)c(Cl)c1 | 5 | -3 | 1.7 | -5 | -4 | 1.0 | -13 | 2 | -27
CCC(=O)c1ccc(OCC(=O)Nc2nc(C)cs2)cc1 | 4 | 1 | 1.0 | -13 | 4 | 2.3 | -8 | 4 | -10
O=C(CN1CCC(NC(=O)Cc2ccccc2)CC1)Nc1cccc2ccccc12 | 3 | 6 | -0.5 | -7 | 7 | -1.2 | 0 | 0 | -25
O=C(Nc1ccccc1)OC[C@@H]1C=CS(=O)(=O)N1Cc1ccc(Br)cc1 | -1 | -1 | . | . | 8 | . | . | 2 | -26
CCC(C)(C(=O)NC1CCCC1)N(C(=O)c1cnccn1)c1ccccc1 (stereo not drawn) | 4 | -1 | 0.7 | -2 | -9 | -0.7 | -4 | 0 | 1
Cc1cc(NC(=O)c2cnn3c(C(F)(F)F)cc(-c4ccc(Br)cc4)nc23)no1 | -2 | -5 | -0.1 | -14 | 10 | -1.1 | -5 | 0 | 5
Cc1cc2c3c([nH]c2cc1S(=O)(=O)N1CCC2(CC1)OCCO2)CC(C)(C)CC3=O | 3 | 0 | 5.0 | -24 | 2 | 4.0 | -8 | 1 | 3
